ERp5 inh = inhibitors of ERp5-driven insulin aggregation, primary screen, biochemical, turbidity, absorbance 650 nm, single point | Protein disulfide-isomerase A6 (Homo sapiens), Q15084 | AID 651711, 2012 | 90 min | inhibition, % at 9.99 µM | hit rate 0.05% among 350,000;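 active = mean replicate inhibition above about 25%, with every replicate also reaching it, limit read from the data, passing the limit was not always enough; inconclusive = only one of those two criteria met; inactive = neither criterion met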
Target sequence (Q15084 whole entry, looked up): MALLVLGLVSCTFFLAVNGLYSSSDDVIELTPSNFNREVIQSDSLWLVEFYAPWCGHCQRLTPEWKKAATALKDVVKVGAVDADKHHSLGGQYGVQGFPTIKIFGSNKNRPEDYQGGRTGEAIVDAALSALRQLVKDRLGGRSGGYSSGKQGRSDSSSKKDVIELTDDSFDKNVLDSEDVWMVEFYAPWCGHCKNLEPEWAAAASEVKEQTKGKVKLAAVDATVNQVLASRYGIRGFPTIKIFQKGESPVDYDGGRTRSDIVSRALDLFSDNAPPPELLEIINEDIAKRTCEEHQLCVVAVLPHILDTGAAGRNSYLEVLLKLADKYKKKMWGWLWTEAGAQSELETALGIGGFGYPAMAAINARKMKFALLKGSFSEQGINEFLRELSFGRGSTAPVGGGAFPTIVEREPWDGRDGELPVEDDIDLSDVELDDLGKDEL
C2C12 statin = suppressors of statin myotoxicity in C2C12 myotubes, primary screen, cell-based, single point, plate reader | C2C12 myotubes + simvastatin, ATP luminescence, 48 h; scaled: DMSO 0, geranylgeraniol control 100 | hit rate 0.78% among 330,000 | rescue of ATP level, % at 7.49 µM;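 active = mean ATP rescue above about 67%, or every replicate alone reaching that limit, limit read from the data, passing the limit was not always enough; inconclusive = no clear call, values can overlap the other calls; inactive = mean under the limit and some replicate under it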;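 also: myotubes were challenged with 10 µM simvastatin during compound exposure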
esBAF inh = Bmi1 luciferase reporter increase in mESCs, primary screen, esBAF inhibitor project, mouse ES cells, Bmi1 luciferase knock-in, single point; 24 h; 100% = twice the neutral-well signal; reporter increase, % at 12.5 µM; hit rate 2% among 350,000; in the data active = activation above about 40%; inconclusive = no clear call, values can overlap the other calls;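 also: 0% = median of the plate's neutral control wells and 100% = double that signal; a rise in the Bmi1 reporter signal indicates esBAF inhibition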
miR-122 sensor = miR-122 Renilla sensor signal increase in Huh7, primary screen, miR-122 inhibitor project, cell-based, single point, plate reader; Huh7 miR-122 Renilla luciferase sensor, 48 h; neutral wells = 0, positive control = 100; activation (reporter increase), % at 12.5 µM; hit rate 0.3% among 340,000; AID 602342, 2012;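 active = mean replicate activation score at least 90 and every replicate individually at or above 90; inconclusive = only one of the two criteria met; inactive = neither criterion met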;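 also: higher luciferase means less miR-122 activity so hits act as miR-122 inhibitors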
SIRT5 inh = SIRT5 desuccinylase inhibitors, primary screen, biochemical, fluorescence imaging, single point, set 5 | Purified SirT5, succinyl-peptide AMC, trypsin-coupled fluorescence | inhibition, % at 15 µM | hit rate 1.1% among 330,000 | AID 652115, 2013; in the data active = inhibition above about 15%; inconclusive = no clear call, values can overlap the other calls
Target sequence (Q9NXA8 whole entry, looked up): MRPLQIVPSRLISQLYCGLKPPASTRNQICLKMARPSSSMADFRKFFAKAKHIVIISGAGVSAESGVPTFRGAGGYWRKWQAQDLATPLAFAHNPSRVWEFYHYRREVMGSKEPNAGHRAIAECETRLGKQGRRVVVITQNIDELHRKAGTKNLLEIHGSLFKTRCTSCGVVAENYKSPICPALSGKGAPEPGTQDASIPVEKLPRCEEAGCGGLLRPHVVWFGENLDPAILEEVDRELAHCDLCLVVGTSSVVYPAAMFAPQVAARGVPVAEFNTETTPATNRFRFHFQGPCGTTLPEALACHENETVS
Cneo AK release = Cryptococcus neoformans cell lysis inducers, primary screen, AK release luminescence, single concentration. C. neoformans lysis, adenylate kinase release luminescence, 4 h; normalised: neutral wells 0, clomiphene wells 100. lysis activity, % at 15 µM. hit rate 0.2% among 360,000. AID 651654, 2012;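 active = mean lysis activity across replicates of at least 80%, whatever share of replicates individually reach that level; inactive = mean lysis activity below 80%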
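Material: C. neoformans cells | Amount: Yeast cell density of 5 × 10^6 cells/mL | Medium: Fresh YPD growth medium | Dosing: Single dose | Times: Static 4 h at 37 °C with compound, 1 h detection | Detection: AK luminescence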
ARNT TACC3 PPI = disruptors of ARNT/TACC3 protein interaction, primary screen, biochemical, AlphaScreen, single concentration; AlphaScreen His-ARNT PAS-B/GST-TACC3 binding, luminescence; TACC3 fragment carries E629A point mutation; Transforming acidic coiled-coil-containing protein 3 (Homo sapiens), Q9Y6A5; inhibition, % at 9.99 µM; hit rate 0.66% among 390,000;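 active = mean inhibition of replicates at least 50% and at least half of replicates each reaching 50%; inconclusive = half or more replicates reach 50% but mean below 50%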;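 also: 0% = complete ARNT plus TACC3 wells and 100% = ARNT alone without TACC3; many hits fall short of the cut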
Active calls of the source: *; ? = inconclusive; nt = no result given; [ ] = another dose, or the depositor's remark.

SMILES	ERp5 inh	C2C12 statin	esBAF inh	miR-122 sensor	SIRT5 inh	Cneo AK release	ARNT TACC3 PPI
C[C@H](CO)N1C[C@H](C)[C@@H](CN(C)C(=O)Nc2ccccc2)Oc2ccc(NC(=O)Nc3cccc4ccccc34)cc2C1=O	-3	-14	2	-4[16.7 µM]	1	0	1
O=C(COC(=O)c1ccccc1Br)Nc1cc(S(=O)(=O)N2CCOCC2)ccc1N1CCCC1	-3	nt	nt	nt	-1	nt	-1
COc1cccc(NC(=O)CN(C)C(C)C(=O)N2CCCC2)c1 (stereo unspecified)	9	4	2	2	-3	0	-4
CC(C)(C)OC(=O)N1CCN(CCNC(=O)c2ccccc2)CC1	0	-3	5	3	-1	-1	-12
Cc1ccc(-n2c(Cc3ccccc3)nnc2SCC(=O)NNC(=O)Cc2ccccc2)cc1	nt	1	-4	10	nt	-1	nt
O=C(OCCCc1cc2ccccc2c(=O)o1)c1ccc(C(F)(F)F)cc1	-7	2	1	nt	1	2	-4
O=C(CN1C(=O)C2CCCCC2C1=O)N1CCN(c2ccc(F)cc2)CC1 (stereo unspecified)	5	nt	nt	nt	1	nt	3
O=C(CSc1nnc(Cc2ccccc2)o1)NCCc1ccccc1	1	-2	-1	nt	-3	1	2
O=C(O)CC(SCC(=O)Nc1ccc(S(=O)(=O)N2CCCC2)cc1)C(=O)O (stereo unspecified)	1	-4	-8	3	nt	-1	nt
CN(C(=O)COC(=O)CCC(=O)c1ccc(Cl)cc1)c1c(N)n(Cc2ccccc2)c(=O)[nH]c1=O	5	32	-3	-9	0	-1	-2
O=C(c1ccccc1)N1C[C@H]2[C@@H](c3ccccc31)[C@H](CO)N2C(=O)c1ccccn1	2	-10	-3	40[16.7 µM]	1	0	-3
CCN(c1ccc(NC(=O)COC(=O)c2ccc(S(=O)(=O)N3CCCC3)cc2)cc1)C(C)C	nt	-3	9	3	nt	-3	25
CC(OC(=O)c1cccs1)C(=O)NC1CC1 (stereo unspecified)	8	0	-2	-6	-7	0	2
CCN1[C@@H]2c3ccc(C4=CCCCC4)c(=O)n3C[C@@H]2[C@@H](CO)[C@@H]1C(=O)N(C)C	-10	-11	12	-2[16.7 µM]	0	-7	0
CCCC#Cc1cnc2c(c1)C(=O)N([C@H](C)CO)C[C@@H](C)[C@@H](CN(C)C(=O)C1CCC1)O2	0	4	4	-5[16.7 µM]	-1	0	1

3 compounds from above, sorted by the number in SIRT5 inh, descending.
compound | SIRT5 inh
O=C(c1ccccc1)N1C[C@H]2[C@@H](c3ccccc31)[C@H](CO)N2C(=O)c1ccccn1 | 1
CCCC#Cc1cnc2c(c1)C(=O)N([C@H](C)CO)C[C@@H](C)[C@@H](CN(C)C(=O)C1CCC1)O2 | -1
COc1cccc(NC(=O)CN(C)C(C)C(=O)N2CCCC2)c1 (stereo unspecified) | -3

Exported in CSV form: part of the list above
SMILES,ERp5 inh,C2C12 statin,esBAF inh,miR-122 sensor,SIRT5 inh,Cneo AK release,ARNT TACC3 PPI
O=C(CN1C(=O)C2CCCCC2C1=O)N1CCN(c2ccc(F)cc2)CC1 (stereo unspecified),5,nt,nt,nt,1,nt,3
O=C(CSc1nnc(Cc2ccccc2)o1)NCCc1ccccc1,1,-2,-1,nt,-3,1,2
O=C(O)CC(SCC(=O)Nc1ccc(S(=O)(=O)N2CCCC2)cc1)C(=O)O (stereo unspecified),1,-4,-8,3,nt,-1,nt

More entries.
SMILES	ERp5 inh	C2C12 statin	esBAF inh	miR-122 sensor	SIRT5 inh	Cneo AK release	ARNT TACC3 PPI
CN(c1ccccc1)S(=O)(=O)c1cccc(C(=O)NNC(=O)c2ccncc2)c1	3	1	8	nt	4	0	-5
C[C@@H]1CN([C@H](C)CO)C(=O)c2cc(NC(=O)Cc3ccccc3)ccc2O[C@H]1CN(C)Cc1ccccc1	1	1	1	6[16.7 µM]	-4	-61	9
CNC(=O)c1c(NC(=O)C2=COCCO2)sc2c1CCN(C(=O)OC)C2	-3	-14	0	-6	2	nt	1
C=CCC[C@H](Cc1ccc(F)cc1)C(=O)OC[C@@H](NC(=O)[C@H](CC=C)CC(=O)NCCO)c1ccccc1	-5	-6	11	-4	1	3	1
CN(Cc1nccs1)C(=O)c1ccc2nc(Cc3ccccc3F)oc2c1	2	1	67*	nt	-2	10	-1
CCC(=O)c1ccc(OCC(=O)OCC(=O)N2c3ccccc3CC2C)cc1 (stereo unspecified)	-2	1	-2	-4	-2	nt	-4
CCCC12CN3CC(C)(CN(C1)C3c1ccc([N+](=O)[O-])o1)C2=O (stereo unspecified)	-3	-1	-3	-2	4	1	-1
C=C(C)COc1cc2oc(=O)c(CC(=O)N3C[C@H]4C[C@@H](C3)c3cccc(=O)n3C4)c(C)c2cc1Cl	-3	20	8	-4	-13	-3	12
C/C=C/c1ccc([C@@H]2[C@H](CO)N(C(=O)CC)[C@H]2CNC(=O)CC2CC2)cc1	nt	-7	1	7[16.7 µM]	nt	nt	nt
C[C@@H]1CN([C@@H](C)CO)C(=O)c2cccc(NS(=O)(=O)c3cn(C)cn3)c2O[C@@H]1CN(C)Cc1ccc2c(c1)OCO2	-5	-3	0	-15[16.7 µM]	3	2	-6
C[C@H]1CCCCO[C@@H](CN(C)C(=O)Nc2ccc(C(F)(F)F)cc2)[C@@H](C)CN([C@@H](C)CO)C(=O)c2cc(NC(=O)C3CCCCC3)ccc2O1	5	-17	5	9[16.7 µM]	1	1	-3
COc1ccc(CN2CCN(C(=O)c3ccc(S(=O)(=O)NCc4ccco4)cc3)CC2)cc1	5	24	-1	3	1	-2	3
O[C@@H]1CN(C2CCN(Cc3ccccc3)CC2)CC[C@H]1N1CCCCCC1	1	-5	-12	10	-3	1	21
CCOC(=O)C1(C(F)(F)F)N=C(C(F)(F)F)Nc2cc(C)c(C)cc21 (stereo unspecified)	6	nt	nt	nt	-1	nt	-1
C[C@@H]1CCCCO[C@@H](CN(C)C(=O)c2ccccc2)[C@@H](C)CN([C@H](C)CO)C(=O)c2cc(NC(=O)C3CCCCC3)ccc2O1	1	-26	-4	6[16.7 µM]	1	51	-2
O=C(Nc1nnc(SCc2ccc(Cl)cc2)s1)c1cnccn1	5	6	-7	-3	0	0	11
CCn1nnnc1SCC(=O)Nc1cccc(C)n1	nt	18	-3	-14	nt	0	4
CC(=O)C(=Cc1cn(-c2ccccc2)nc1-c1ccccc1)C(C)=O	-1	nt	nt	nt	-3	-1	8
Cc1ccc2nc(SCC(=O)Nc3ccc(C)c(Cl)c3)nc(=O)n2c1	0	nt	nt	nt	-1	nt	1
COc1ccc(CNCCC2(O)CC(C)N(C)CC2C)cc1OC (stereo unspecified)	1	4	-7	2	-1	0	10
Cc1ccccc1CSCC(=O)N/N=C/c1cccs1	nt	-6	15	72	nt	0	3
CC1CN(C(=O)c2cc3cc(Br)ccc3[nH]2)CC(C)O1 (stereo unspecified)	4	-6	-2	22	-3	-1	-18
O=C(O)c1ccc2c(c1)NC(=O)C(N1CCCC1)S2 (stereo unspecified)	nt	-10	3	-11	nt	2	1
CC(=O)c1c(C)[nH]c(C(=O)N2CCN(c3ccc(F)cc3)CC2)c1C	0	26	7	-1	-2	-1	nt
CCOC(=O)c1[nH]c2ccccc2c1N=C(C)N(CC)CC	nt	16	1	-5	nt	3	nt
CCN(CC(=O)NCc1ccc(Cl)cc1)C(=O)c1oc2ccccc2c1C	0	30	-4	1	-2	7	-3
COc1ccc(NC(=O)N(C)C[C@H]2OCc3ccccc3-c3ccccc3C(=O)N([C@H](C)CO)C[C@H]2C)cc1	1	-1	2	nt	-2	-1	2
Cc1ccc(Nc2cc(C)nc(-c3ccccc3)n2)cc1	1	-7	?	-3	0	-2	-2
CCOc1ccc2nc(SCC(=O)Nc3cc(C)on3)c(C)cc2c1	-4	2	-1	nt	81*	-4	-5
CC(=O)Nc1ccccc1NC(=O)C/C(C)=N/NC(=O)Cc1cccc2ccccc12	1	-1	-5	-2	-1	-1	0
COc1cc(COCC(O)CN2CCc3ccccc3C2)cc(OC)c1OC (stereo unspecified)	-8	-6	-8	-17	-5	0	nt
CCCNC(=O)CN1C(=O)NC(CC)(c2ccc(F)cc2)C1=O (stereo unspecified)	-2	3	1	-4	0	0	-4
C[C@H](CO)N1C[C@H](C)[C@H](CN(C)CC2CCOCC2)Oc2cc(C#CC3CC3)ccc2S1(=O)=O	3	18	2	8[16.7 µM]	-2	0	3
CO[C@H]1CN(C)C(=O)c2cc(NC(=O)C3CCCCC3)ccc2OC[C@@H](C)N(Cc2cccnc2)C[C@H]1C	2	4	1	0[16.7 µM]	nt	-1	nt
O=C(c1ccc(C(=O)N2CCOCC2)nc1)N1CCOCC1	nt	6	-1	4	nt	4	-10
Cc1noc(C)c1NC(=O)NCC[C@H]1CC[C@@H](NC(=O)c2ccncc2)[C@@H](CO)O1	-3	-4	-2	nt	0	1	-1
COc1ccc(OCC(O)CN2CCCCCC2)cc1 (stereo unspecified)	nt	-18	-7	2	nt	0	-3
CC(=O)c1cnc(Oc2cc(Cl)ccc2Cl)nc1C	5	16	-1	6	-4	0	-1
COc1cccc(OC)c1OCCCOc1c(OC)cccc1OC	nt	20	11	-4	nt	2	nt
Cc1noc(C)c1NC(=O)N[C@H]1CC[C@@H](CC(=O)Nc2ccc(-c3ccccc3)cc2)O[C@@H]1CO	2	0	-16	5[16.7 µM]	2	-3	10
O=c1oc(-c2ccccc2)cc2ccccc12	-4	10	77*	1	nt	-1	nt
CC(C)(C)N1C(=O)c2c(C(=O)OCc3ccccc3)[nH]c(-c3ccccc3)c2C1=O	-22	1	-4	1	-3	-4	nt
CCc1ccc(/C=C2/SC(=S)N(CCCC(=O)Nc3cccc(C(=O)O)c3)C2=O)cc1	3	-8	-48	-4	nt	0	nt
Cc1cc(NC(=O)CSc2nnc(N)s2)c([N+](=O)[O-])cc1C	0	9	-9	-12	1	2	12
Cc1ccc(-c2nc(-c3cccnc3)no2)cc1	nt	-6	22	2	nt	0	-7
CC(C)n1ncc2c(C(=O)O)cc(C3CC3)nc21	2	nt	nt	nt	-12	nt	-3
C=CCOc1ccc(C2c3c(oc4ccccc4c3=O)C(=O)N2CCCN2CCOCC2)cc1 (stereo unspecified)	nt	-14	4	9	nt	0	-2
COc1ccccc1NC(=O)CC(c1ccc(F)cc1)c1ccco1 (stereo unspecified)	3	nt	nt	nt	-2	nt	4
CCC1(c2ccc(Cl)cc2)NC(=S)N(c2ccccc2)N1 (stereo unspecified)	-2	-1	11	11	nt	-2	-19
CO[C@@H]1CC[C@H]2CCOc3c(C#N)cccc3C(=O)N(C)C[C@H](c3ccccc3)CC(=O)N(C)C[C@@H]1O2	2	2	5	nt	7	11	7
COc1ccc(N(CC(=O)Nc2ccc(C)cc2C)S(=O)(=O)c2c(C)n[nH]c2C)cc1	2	7	-5	-7	7	1	2
COc1ccc(N2CCN(C(c3cc(OC)ccc3OC)c3nnnn3CC3CCCO3)CC2)cc1 (stereo unspecified)	nt	79*	-8	28	nt	1	2
O=C(NCCC1CCCCN1S(=O)(=O)c1ccccc1)C(=O)Nc1ccc(F)cc1 (stereo unspecified)	1	-4	8	0	2	2	-4
COC(=O)COc1cccc2c(=O)n(CC(=O)NCCc3ccc(OC)c(OC)c3)ccc12	1	1	8	1	15*	-2	2
COC(=O)c1cc([N+](=O)[O-])c(-n2ccnc2)c([N+](=O)[O-])c1	-68	nt	nt	nt	-5	nt	-6

High-throughput results (PubChem)

Not a hit list; 4% or so of the library scored in one or more.
